# Yfh1-off respiration: enhancers of respiration in Yfh1-depleted yeast, dose response, Friedreich's ataxia, plus single-dose screen (AID 1465); S. cerevisiae Yfh1-off respiration, WST-1 reduction, 72 h; higher fold induction means a stronger effect; 220,000 compounds, 0.074% hits; one-dose fold induction at 50 µM; EC50 in µM for titrated hits;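 active means fold induction of absorbance versus untreated yeast above a set limit, then at least 30% activation at any dose in follow-up; inconclusive means repeats straddling the limit, or above it without dose testing; inactive means fold induction below the set limit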;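 further: activators that raise dye reduction in frataxin-depleted yeast; strong numbers were not always called active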
# XIAP antagonists: XIAP antagonists, biochemical, IAP family, fluorescence polarization (AID 1018) | XIAP BIR domain, fluorescence polarization peptide displacement; higher % means a stronger effect | one-dose displacement, % at 20 µM; IC50 in µM for titrated hits | E3 ubiquitin-protein ligase XIAP (Homo sapiens) | 200,000 compounds, 0.007% hits; in the data active means displacement above about 50%; further: a part of the inactive calls stands beside numbers as strong as those of hits
# P. falciparum M17LAP: P. falciparum M17LAP inhibitors, primary screen, biochemical, fluorogenic H-Leu-NHMec substrate, 1536-well (AID 1619); Leucine aminopeptidase (Plasmodium falciparum (isolate 3D7)); recombinant M17LAP, H-Leu-NHMec fluorogenic kinetic assay; higher % means a stronger effect; inhibition, % at 30 µM; hits with a dose series show IC50 in µM; 220,000 compounds, 0.38% hits;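 active means compound inhibiting the enzyme by more than half at any dose during confirmatory dose-response retesting; inconclusive means strong single-dose inhibitors picked by rank but not retested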;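 further: plate controls were full reaction with DMSO carrier for no effect and no enzyme background for full effect; strong numbers were not always called active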
# WT yeast gro inh: growth inhibition of WT strain, primary screen, mitochondrial fusion inhibitor project, WT and mutant strains, chemical genetic; inhibition, % at 10 µM; 190,000 compounds, 2.1% hits; mitochondrial fusion phenotypic screen; AID 1362, 2008; in the data active means inhibition above about 58%; tested in S. cerevisiae
# LYP phosphatase: inhibitors of LYP phosphatase, biochemical, fluorescence intensity, uHTS (AID 1779) | recombinant LYP phosphatase, fluorescence intensity; higher % means a stronger effect | inhibition, % at 11.5 µM; hits with a dose series show IC50 in µM | 290,000 compounds, 0.054% hits;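 further: plate controls were vehicle with enzyme for no effect and no enzyme for full effect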
# TNAP activators: human TNAP enzyme activators, primary screen, biochemical, luminescent, no phosphate acceptor, uHTS (AID 1001) | Alkaline phosphatase, tissue-nonspecific isozyme (Homo sapiens) | purified TNAP, luminescent activation assay, no phosphate acceptor; higher activation fold means a stronger effect | activation fold at 20 µM, or EC50 in µM where a hit was titrated | 200,000 compounds, 0.03% hits; in the data active means activation fold from about 3, or a potency from the dose series; inactive means the rest, 99 in 100 with activation fold below about 1.6; further: many of its hits are not listed in these tables
# P. falciparum M1AAP: P. falciparum M1AAP inhibitors, biochemical, fluorogenic H-Leu-NHMec substrate, 1536-well (AID 1445). Aminopeptidase N (Plasmodium falciparum (isolate 3D7)). recombinant M1AAP, H-Leu-NHMec fluorogenic kinetic assay; higher % means a stronger effect. inhibition, % at 30 µM, or IC50 in µM where a hit was titrated. 220,000 compounds, 0.42% hits;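 active means primary inhibition above the hit cutoff, then over 50% inhibition at one or more dose response concentrations, cut at about 23% in these data, passing the limit was not always enough; inconclusive means conflicting primary data, or primary hits not chosen for dose response; inactive means low primary inhibition, or under 50% at every dose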;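 further: plate controls were DMSO full reaction for no effect and no enzyme background for full effect; strong numbers were not always called active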
# human PMI inhibitors: human PMI inhibitors, high substrate, primary screen, biochemical, fluorescence intensity, high mannose 6-phosphate (AID 1220). recombinant PMI enzyme, coupled fluorescence intensity; higher % means a stronger effect. one-dose inhibition, % at 20 µM; IC50 in µM for titrated hits. 190,000 compounds, 0.66% hits. Mannose-6-phosphate isomerase (Homo sapiens)
# PMI inhibitors: inhibitors of human PMI, primary screen, biochemical, fluorescence intensity, coupled assay (AID 1209). Mannose-6-phosphate isomerase (Homo sapiens). purified PMI enzyme, coupled fluorescence intensity; higher % means a stronger effect. inhibition, % at 20 µM; hits with a dose series show IC50 in µM. 190,000 compounds, 0.42% hits;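 further: plate controls were DMSO vehicle for no effect and wells lacking substrate for full effect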
# WT yeast gro inh mutant strain: further read-out of WT yeast gro inh, marked with its call; inhibition, %; mitochondrial fusion phenotypic screen, mutant strain inhibition
# The depositor's hits bear a star; i = inactive; ? = inconclusive; / = not tested or not shown. Unless noted, no stated cut-off is given here; in the data, active means inhibition above about 50%; inactive means the rest.
item	molecule	PMI inhibitors	human PMI inhibitors	TNAP activators	LYP phosphatase	XIAP antagonists	WT yeast gro inh mutant strain	WT yeast gro inh	P. falciparum M1AAP	Yfh1-off respiration	P. falciparum M17LAP
1	O=C(COC(=O)c1c2c(nc3ccccc13)/C(=C\c1cccs1)CCC2)Nc1ccccc1	31%	11%	1.1	2%	-0.8%	-16	5	14%	i	-3%
2	COC(=O)c1ccccc1NC(=S)N(Cc1ccc2c(c1)OCO2)Cc1cc2cccc(C)c2[nH]c1=O	13%	14%	1	-2%	-4.0%	-6	23	8%	i	3%
3	O=C(N/N=C/c1c[nH]c2ccccc12)c1ccn[nH]1	0%	8%	1.5	3%	-4.9%	17	-5	16%	i	4%
4	COCCNC(=O)CCCn1c(=O)c2ccccc2n(CC(=O)NCCC2=CCCCC2)c1=O	7%	8%	1.1	-2%	0.3%	15	0	0%	i	5%
5	O=C(CN1CCSCC1)N/N=C/c1ccccc1F	12%	9%	1	-5%	-3.0%	-39	-43	-1%	i	12%
6	N=C1C(c2ccccc2)=C(O)CN1c1ccc2c(c1)OCO2	8%	10%	1	-9%	-7.5%	-5	-17	1%	i	3%
7	Cc1nc2ccccc2nc1N1CCCCC1	-4%	-8%	1.1	4%	-3.1%	10	12	1%	i	8%
8	CSc1ccc(/C=N/n2c(C)nnc2C)cc1	5%	14%	1	0%	-1.5%	-5	-7	5%	i	9%
9	Cn1c(=O)[nH]c(=O)c2c1nc(N1CCOCC1)n2CCc1ccccc1	1%	-4%	1.1	0%	-4.8%	-8	-7	3%	i	2%
10	Cc1c(NC(=O)c2ccc3c4c(cccc24)CC3)c(=O)n(-c2ccccc2)n1C	15%	4%	1.1	1%	-1.3%	7	2	3%	i	3%
11	CCn1c(CNC(=O)c2cccc(C)c2)nnc1SCC(=O)NC1CCCCC1C (stereo not given)	18%	9%	1.1	-7%	-9.5%	-13	11	6%	i	1%
12	CCOc1ccccc1N(CC(=O)O)S(=O)(=O)c1ccc(C)cc1	-1%	-2%	1	2%	-2.5%	-10	-2	1%	i	9%
13	Cc1ccc(OCCN2CCN(C)CC2)c([N+](=O)[O-])c1	-2%	-9%	1.1	-4%	-3.9%	10	-8	4%	i	13%
14	Cc1ccc(Nc2nc(NCCCN3CCOCC3)nc(N)c2[N+](=O)[O-])cc1	8%	-4%	1.1	-5%	4.2%	11	10	6%	i	13%
15	C=CCNS(=O)(=O)c1sccc1/C=N/O	9%	12%	1.2	-7%	-2.7%	-9	-15	1%	i	3%
16	C=CCOC(=O)Nc1ccc(Cl)cc1NC(=O)OCC=C	10%	3%	1	-9%	-2.1%	3	7	5%	i	-12%
17	N#C/C(=C(/O)C(Cl)c1ccccc1)c1nc2ccccc2s1 (stereo not given)	-14%	-35%	1.2	4%	-18%	21	15	5%	i	8%
18	COc1cc(CNCCc2ccccc2F)ccc1OCc1ccc(Cl)nc1	-3%	-1%	1.2	-3%	-8.3%	25	14	-2%	i	-9%
19	COc1ccccc1NC(=O)c1cccc(NC(=O)c2ccco2)c1	7%	3%	1.1	-8%	-1.0%	-17*	74*	9%	i	8%
20	COc1ccc(OCC(O)Cn2c(Br)nc3c2c(=O)[nH]c(=O)n3C)cc1 (stereo not given)	9%	8%	1.1	0%	-3.4%	-23	-10	13%	i	-10%
21	CSc1nc2nc(-c3ccccc3)cc(=O)n2[nH]1	5%	0%	0.9	-3%	-3.0%	20	-1	1%	i	29µM*
22	O=C(Nc1cccc(Cn2cccn2)c1)c1cc2c(s1)CCCC2	11%	1%	1	0%	-5.8%	0	13	1%	i	-1%
23	O=C(O)c1ccccc1P(=O)(c1ccccc1)c1ccccc1	3%	9%	1.1	-1%	-1.2%	8	-9	-1%	i	4%
24	COc1cccc(C(=O)NC2CCSC2=O)c1 (stereo not given)	-6%	-6%	1	-10%	-5.9%	-17	-7	4%	i	9%
25	CC(C)(C)C(=O)Nc1cc(C(F)(F)F)ccc1-n1ccnc1	-14%	-6%	1	-10%	-4.9%	5	-1	-2%	i	5%
26	O=C(CCc1nc2ccccc2[nH]c1=O)N/N=C/c1ccccc1	16%	4%	1	-7%	-10%	5	-8	9%	i	1%
27	COc1cccc(C2Cc3ccccc3C(=O)O2)c1 (stereo not given)	-4%	8%	1.1	4%	-2.5%	-13	-7	2%	i	2%
28	CC1CN(C(=O)CCc2ccccc2)C(C)CN1C(=O)CCc1ccccc1 (stereo not given)	-3%	-10%	1.1	0%	-4.7%	2	8	?	i	-1%
29	Cc1cccc(CSCc2ccc(C(=O)NC3CCCC3)o2)c1	-4%	-5%	1.1	-4%	-3.5%	25	29	4%	i	-1%
30	Cc1cccc(C(=O)Nc2nnc(C3=COCCO3)o2)c1	-16%	-3%	1.1	-7%	-3.8%	17	6	-1%	i	9%

# Four entries already listed, arranged by their value in P. falciparum M17LAP, descending:
No.	mol	PMI inhibitors	human PMI inhibitors	TNAP activators	LYP phosphatase	XIAP antagonists	WT yeast gro inh mutant strain	P. falciparum M1AAP	P. falciparum M17LAP
13	Cc1ccc(OCCN2CCN(C)CC2)c([N+](=O)[O-])c1	-2%	-9%	1.1	-4%	-3.9%	10	4%	13%
5	O=C(CN1CCSCC1)N/N=C/c1ccccc1F	12%	9%	1	-5%	-3.0%	-39	-1%	12%
4	COCCNC(=O)CCCn1c(=O)c2ccccc2n(CC(=O)NCCC2=CCCCC2)c1=O	7%	8%	1.1	-2%	0.3%	15	0%	5%
11	CCn1c(CNC(=O)c2cccc(C)c2)nnc1SCC(=O)NC1CCCCC1C (stereo not given)	18%	9%	1.1	-7%	-9.5%	-13	6%	1%

# (continued)
item	molecule	PMI inhibitors	human PMI inhibitors	TNAP activators	LYP phosphatase	XIAP antagonists	WT yeast gro inh mutant strain	WT yeast gro inh	P. falciparum M1AAP	Yfh1-off respiration	P. falciparum M17LAP
31	O=C(Nc1ccccc1N1CCN(C(=O)c2ccccc2)CC1)c1cc2ccccc2o1	12%	8%	1	2%	-5.3%	-5	28	3%	i	-1%
32	COCC(C)NC(=O)C(C)Oc1ccccc1 (stereo not given)	-18%	-3%	1	-1%	-0.9%	6	12	-1%	i	2%
33	O=C(NCCN1C(=O)S/C(=C\c2cccnc2)C1=O)c1cccc(OC(F)F)c1	8%	8%	1	0%	-23%	-7	-14	4%	i	20%
34	Cc1nnc2sc(-c3ccccn3)nn12	8%	1%	1.1	-7%	0.5%	-3	-10	-1%	i	4%
35	O=C(CCSCCc1ccccn1)Nc1ccccn1	-5%	-4%	1.1	-2%	-4.2%	9	-18	-4%	i	8%
36	CN(CC(=O)NC1CCCCC1)S(=O)(=O)c1cccc2nsnc12	-1%	-5%	1	-5%	-4.4%	1	6	-3%	i	8%
37	O=C(C[n+]1cc(-c2ccc(Cl)c(Cl)c2)n2c1CCC2)c1cccs1	/	/	/	-6%	/	/	/	3%	i	15%
38	CCCN(C(=O)c1cc(S(=O)(=O)N2CCCCC2)ccc1Cl)C1CCS(=O)(=O)C1 (stereo not given)	/	/	/	1%	/	/	/	-1%	i	6%
39	COC(=O)C(CCSC)NC(=O)Cn1ncc2c(=O)oc3ccccc3c21 (stereo not given)	-11%	-12%	1.1	-10%	-0.9%	-5	6	10%	i	-2%
40	Cc1cc(C)c(NC(=O)CS)c(Cl)c1	-8%	-12%	0.7	-1%	-5.0%	6	0	13%	i	7%
41	O=C(Cc1c(F)cccc1Cl)NCCCn1ccnc1	18%	38%	1.1	-9%	-3.5%	2	9	1%	i	2%
42	CC(C)(C)NS(=O)(=O)c1ccc(CCC(=O)NCc2cccnc2)cc1	3%	0%	1.2	-2%	-2.1%	12	5	-1%	i	0%
43	CCOc1ccc(C(C)=O)cc1N1C(=O)C2C3C=CC(C3=C(C)C)C2C1=O (stereo not given)	-3%	-3%	1.1	-12%	-0.1%	0	-19	3%	i	1%
44	O=C(Nc1ccccc1C(=O)N1CCCC1)c1cccc(S(=O)(=O)N2CCCCC2)c1	0%	-6%	1.1	-2%	-1.7%	10	-4	10%	i	-5%
45	Cc1c(C(=O)NCC2CCCO2)sc2nc(-c3ccccc3)cn12 (stereo not given)	3%	-4%	1.2	-6%	11%	-3	3	10%	i	11%
46	CC(C)(C)c1[nH]ncc1[N+](=O)[O-]	-6%	2%	1.1	-4%	1.3%	0	2	-3%	i	-17%
47	Cn1c(=O)c(C(=O)CN2CCN(Cc3ccc4c(c3)OCO4)CC2)c(N)n(Cc2ccccc2)c1=O	/	/	/	-5%	/	/	/	0%	i	2%
48	NC(=O)C1CCN(c2ccc(C(F)(F)F)cn2)CC1	4%	-2%	1	-6%	-2.3%	-8	-23	-16%	i	-1%
49	COc1ccc(CN2CCN(S(=O)(=O)c3ccc(NC(C)=O)cc3)CC2)cc1OC	4%	-2%	1.1	-10%	-2.6%	22	12	-1%	i	7%
50	Cc1nn(-c2ccccc2)c(Cl)c1/C=N/NC(=O)c1ccco1	-8%	-3%	1.1	-1%	-2.5%	10	-5	2%	i	8%
51	Clc1cccc(-c2nc(NCCCN3CCOCC3)c3ccccc3n2)c1	6%	1%	1.1	-4%	-4.0%	32	24	2%	i	-2%
52	CCN1CCN(c2c(C(=O)c3ccc(OC)cc3)cnc3ccccc23)CC1	-26%	-7%	1	-5%	3.8%	17	-15	6%	i	9%

# Full records, looked up by structure:
# Cc1cc(C)c(NC(=O)CS)c(Cl)c1 in the list: PMI inhibitors: -8%; human PMI inhibitors: -12%; TNAP activators: 0.7; LYP phosphatase: -1%; XIAP antagonists: -5.0%; WT yeast gro inh mutant strain: 6; WT yeast gro inh: 0; P. falciparum M1AAP: 13%; Yfh1-off respiration: i; P. falciparum M17LAP: 7%
# O=C(CCSCCc1ccccn1)Nc1ccccn1 in the list: PMI inhibitors: -5%; human PMI inhibitors: -4%; TNAP activators: 1.1; LYP phosphatase: -2%; XIAP antagonists: -4.2%; WT yeast gro inh mutant strain: 9; WT yeast gro inh: -18; P. falciparum M1AAP: -4%; Yfh1-off respiration: i; P. falciparum M17LAP: 8%

# Sorted by number of heavy atoms (descending): part of the list above.
item	molecule	PMI inhibitors	human PMI inhibitors	TNAP activators	LYP phosphatase	XIAP antagonists	WT yeast gro inh mutant strain	WT yeast gro inh	P. falciparum M1AAP	Yfh1-off respiration	P. falciparum M17LAP
36	CN(CC(=O)NC1CCCCC1)S(=O)(=O)c1cccc2nsnc12	-1%	-5%	1	-5%	-4.4%	1	6	-3%	i	8%
35	O=C(CCSCCc1ccccn1)Nc1ccccn1	-5%	-4%	1.1	-2%	-4.2%	9	-18	-4%	i	8%
46	CC(C)(C)c1[nH]ncc1[N+](=O)[O-]	-6%	2%	1.1	-4%	1.3%	0	2	-3%	i	-17%
